MRP1 act – activators of MRP-1; viability increase, % at 10 µM; AID 799; 140,000 tested, 0.61% active; H69AR cells + doxorubicin, viability rescue, CellTiter-Glo;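 active = viability gain under doxorubicin at or above a set limit, the compound median plus 3 SD, cut at about 4.7% in these data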;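 note: MRP-1 overexpressing cells given doxorubicin 25 µM after compound pretreatment; 18-22 h compound pretreatment then 72 h with doxorubicin before readout; 0% = doxorubicin-only wells and 100% = vehicle-treated cells without doxorubicin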
GALR2 blocker – antagonists of human galanin receptor 2 (GALR2); 140,000 tested, 0.39% active; GALR2-expressing cells, antagonist mode; inhibition, % at 4 µM; in the data active = inhibition above about 27%;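 note: cells stimulated with galanin 1-16 at roughly its EC80; 0% = agonist challenge control and 100% = basal control without agonist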
Target sequence (O43603 whole entry, looked up): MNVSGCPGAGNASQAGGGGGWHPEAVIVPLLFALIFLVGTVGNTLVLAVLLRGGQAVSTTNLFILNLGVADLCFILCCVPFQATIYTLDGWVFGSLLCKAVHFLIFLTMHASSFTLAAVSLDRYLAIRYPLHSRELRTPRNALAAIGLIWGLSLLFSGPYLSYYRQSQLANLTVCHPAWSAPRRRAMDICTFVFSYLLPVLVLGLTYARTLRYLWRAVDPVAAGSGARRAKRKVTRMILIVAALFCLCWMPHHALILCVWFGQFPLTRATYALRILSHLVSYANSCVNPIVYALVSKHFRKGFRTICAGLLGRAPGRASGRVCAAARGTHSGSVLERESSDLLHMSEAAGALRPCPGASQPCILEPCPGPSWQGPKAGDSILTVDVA
Yeast growth inh – yeast BB579 growth reduction in restrictive medium; S. cerevisiae BB579 growth, OD615, 48 h; inhibition, % at 10 µM; 140,000 tested, 0.51% active;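 active = inhibition above a set limit, 3 SD over the mean compound inhibition, cut at about 44% in these data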; note: inactives centre near -24
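Test system: Saccharomyces cerevisiae DeaD strain BB579, replicative lifespan model yeast | Buffer or medium: Restrictive CSMM-D medium | Doses: One dose, 10 µM compound with 0.25% DMSO | Incubation: 48 h exposure, 30 °C | Detection: Culture absorbance at 615 nm | Control set: Amphotericin B at 10 µg/mL as positive control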
E-sel TNF inh – blocks E-selectin expression induced by TNF alpha | HUVEC TNFa-induced E-selectin immunofluorescence, high content | inhibition, % at 2 µM | 120,000 tested, 0.71% active;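 active = inhibition above the batch mean plus 3 SD, and confirmed as a hit on visual image review, cut at about 43% in these data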;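 note: 0% = TNF-stimulated DMSO wells and 100% = unstimulated control wells; not every result past the cut was called active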
Measles CPE – protection of cells from measles virus; AID 841; 140,000 tested, 1.5% active; Measles virus-infected cells, CPE protection, absorbance; protection (pct of control), % at 4 µM; in the data active = protection mostly above about 24%, no sharp cut-off; inactive = mostly below about 26%; note: some compounds called inactive have numbers as strong as hits
Phagocyt inh – macrophage phagocytosis inhibition | J774A.1 macrophage IgG-bead phagocytosis, imaging | 110,000 tested, 0.07% active | inhibition, % at 5 µM;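 active = inhibition above the mean of the plate negative controls plus 5 SD, cut at about 13% in these data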;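 note: phagocytic index as fraction of beads internalized from green versus red external bead signal; plate controls were DMSO negative control for no effect and cytochalasin-D positive control for full effect; some results beyond the cut were filed as inactive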
PTEN del growth – suppresses growth of cells with PTEN deletion; HCT116 PTEN-null viability, CellTiter-Glo, 60 h; hits give low values; viability, % at 10 µM; 140,000 tested, 1.2% active;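 active = viability at or below a set limit, 4 SD under the median of all tested compounds, cut at about 3.7% in these data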;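 note: PTEN knockout HCT116 line with beta catenin targeted HCT116 as companion control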
NPY-Y2 antag – antagonists of human neuropeptide Y receptor Y2; 140,000 tested, 0.99% active; NPY-Y2 expressing cells, antagonist mode; inhibition, % at 2.7 µM; in the data active = inhibition above about 17%;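 note: 0% = vehicle with agonist challenge and 100% = reference antagonist with challenge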
Target sequence (P49146 whole entry, looked up): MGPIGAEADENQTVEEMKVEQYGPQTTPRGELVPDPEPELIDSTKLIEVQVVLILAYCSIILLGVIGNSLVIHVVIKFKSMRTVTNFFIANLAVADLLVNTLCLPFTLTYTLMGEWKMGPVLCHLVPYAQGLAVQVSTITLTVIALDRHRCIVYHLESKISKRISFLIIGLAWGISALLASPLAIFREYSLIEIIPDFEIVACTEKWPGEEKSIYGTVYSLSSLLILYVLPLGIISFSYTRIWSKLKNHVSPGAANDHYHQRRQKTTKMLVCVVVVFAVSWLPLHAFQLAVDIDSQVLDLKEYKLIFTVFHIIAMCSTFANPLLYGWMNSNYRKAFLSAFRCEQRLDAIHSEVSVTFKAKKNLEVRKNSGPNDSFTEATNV
bCat KO growth – beta-catenin-lacking colon tumor cell growth suppression. HCT116 beta-catenin knockout viability, CellTiter-Glo, 60 h; hits give low values. viability, % at 10 µM. 140,000 tested, 1.5% active;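 active = viability at or under a set limit, the compound median less 4 SD, cut at about 6% in these data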;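 note: 0% = Hyamine 1622 control at 20 µM and 100% = untreated cell control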
Yeast life ext – extends the lifespan of yeast; inhibition of the nicotinamide effect, % at 10 µM; S. cerevisiae growth with nicotinamide, OD615; deaD strain in restrictive glucose medium; 130,000 tested, 0.68% active;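 active = inhibition above a set limit, placed 3 SD over the median of all compounds, cut at about 26% in these data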;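 note: 0% = nicotinamide-treated wells and 100% = cells grown without nicotinamide; some compounds called inactive have numbers as strong as hits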
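assay system = DeaD-strain S. cerevisiae | measured by = absorbance at 615 nm | probe or stimulus = nicotinamide 1.5 mM | buffer or medium = CSMM-D glucose medium, restrictive | times = 48 h at 30 °C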
Starred values were filed as active, the others as inactive; / = not tested or not shown.

SMILES | MRP1 act | GALR2 blocker | Yeast growth inh | E-sel TNF inh | Measles CPE | Phagocyt inh | PTEN del growth | NPY-Y2 antag | bCat KO growth | Yeast life ext
CC(=O)N1CCN(c2ccc(NC(=O)c3ccc4c(c3)OCCO4)cc2)CC1 | 0.5 | -1.0 | -7.6 | / | 19.0 | -1.4 | 74.5 | -1.8 | 72.8 | -7.5
O=C1c2ccccc2C(=O)N1CCc1nc(-c2ccncc2)no1 | 1.8 | -0.7 | -9.2 | -3.7 | 6.9 | -0.5 | 95.8 | 2.7 | 90.1 | -9.8
Cc1nc2ccccc2c2c1C(=O)N(C1CCCCCCC1)C2=O | -3.3 | -6.3 | -35.0 | -12.8 | 4.8 | -0.2 | 77.9 | 1.8 | 85.2 | -11.3
COCCCNC(=O)CS(=O)Cc1nc(-c2ccccc2C)oc1C (centres undefined) | -1.1 | 15.7 | -31.6 | -8.2 | 4.4 | / | 97.2 | 2.2 | 103.1 | -8.8
Cc1ccnc(NC(=O)C2COc3ccccc3O2)c1 (centres undefined) | -1.2 | 6.1 | 0.3 | / | 18.9 | / | 97.7 | 2.4 | 100.6 | -3.7
Nn1c(SCC(=O)Nc2ccc3c(c2)OCO3)nnc1C1CCCCC1 | -1.6 | -2.1 | -34.7 | -15.1 | 32.8 | -1.4 | 93.2 | 3.5 | 94.7 | -1.8
COc1ccccc1C(=O)Nc1nnc(C)s1 | -0.2 | -2.6 | -65.4 | -3.0 | 18.8 | -0.4 | 120.1 | -1.2 | 98.3 | -15.2
CCOC(=O)C1CCN(S(=O)(=O)c2cnc[nH]2)CC1 | -2.6 | 8.4 | -20.7 | -46.1 | 9.8 | -1.6 | 100.8 | 0.2 | 92.3 | -0.8
Nc1c(NCCCN2CCOCC2)c2ccccc2oc1=O | -1.5 | 12.7 | -3.2 | -20.1 | 2.8 | 1.7 | 85.0 | 1.4 | 98.0 | -15.6
CC(C)COc1ccc(C(=O)OCCN2CCOCC2)cc1 | -0.9 | -4.9 | -64.7 | 6.5 | 2.0 | -0.3 | 97.5 | 3.8 | 95.8 | -11.2
Cn1c(CNc2ccccc2O)nc2ccccc21 | -1.9 | 17.0 | -9.3 | / | 8.5 | -0.4 | 71.4 | -1.0 | 63.0 | -9.8
O=C(N/N=C\c1ccc(-c2ccccc2[N+](=O)[O-])o1)C1COc2ccccc2O1 (centres undefined) | -2.4 | 10.8 | -48.8 | -40.4 | 4.8 | -10.2 | 84.3 | 3.8 | 86.8 | 5.3
Cn1c(=O)c2cc(NC(=O)c3ccccc3Cl)c(=O)oc2n(C)c1=O | 0.2 | 8.5 | -22.4 | -1.9 | 4.4 | -0.4 | 103.2 | 3.4 | 107.5 | 46.3
COc1cc(/C=N/NC(=O)c2cccnc2)ccc1OCC(=O)N1CCOCC1 | -0.6 | -4.8 | -21.4 | / | 6.9 | -5.3 | 101.2 | 1.7 | 98.6 | -2.5
CCCC(=O)NC(C)c1nc2ccccc2[nH]1 (centres undefined) | -1.5 | -5.9 | -37.2 | / | 3.5 | -0.7 | 100.0 | 2.8 | 99.8 | -4.3
COc1ccc(Cn2nc(C)cc2C)cc1OC | 0.0 | -1.6 | -51.0 | -9.7 | 4.9 | -0.2 | 95.1 | 1.6 | 95.8 | -5.1
CC(C)CSc1nc2c(=O)[nH][nH]c(=O)c2n1Cc1ccccc1 | -2.5 | 1.5 | -18.5 | 6.1 | 4.8 | / | 100.0 | 2.3 | 94.7 | /
O=C(COc1ccccc1)N1CCN=C1SCc1cccnc1 | 0.7 | 2.5 | 56.1* | / | 5.8 | -1.4 | 93.9 | 0.0 | 103.6 | -15.7
COc1ccc(C(=O)CSc2nnc(NC(=O)C3CC(=O)N(c4ccccc4C)C3)s2)cc1 (centres undefined) | -1.9 | -6.8 | -9.4 | 14.8 | 15.1 | -9.2 | 91.9 | 1.9 | 102.4 | -5.3
COc1ccccc1N1CCN(C(=O)CCc2ccc(S(=O)(=O)NCC(C)C)cc2)CC1 | -0.6 | -3.7 | -36.5 | 2.3 | 4.6 | -1.1 | 68.8 | -0.5 | 66.5 | -10.2
Cc1nc2ccc(S(=O)(=O)NC(C(=O)Nc3nccs3)C(C)C)cc2s1 (centres undefined) | -3.8 | 13.2 | 7.7 | 12.4 | 2.4 | 0.0 | 90.5 | 7.7 | 92.5 | -4.1
COc1cc(NC(=O)c2cc(-c3ccco3)on2)c(OC)cc1Cl | -1.7 | 3.6 | -33.8 | / | 5.9 | -1.1 | 96.9 | 4.2 | 85.0 | 10.6
O=C(c1ccc(-n2cccc2)cc1)N1CCOCC1 | -0.1 | -4.9 | -1.1 | / | 1.4 | -0.3 | 89.7 | -0.6 | 103.0 | -15.2
CN1CCN(c2nc3c(c(=O)[nH]c(=O)n3C)n2CC(N)=O)CC1 | 0.5 | 1.7 | -18.0 | / | 28.6* | -1.4 | 97.0 | 10.9 | 92.4 | -3.7
Cc1cc(N2CCCCCC2)nc(-c2ccccc2O)n1 | -0.8 | 3.0 | -58.8 | 27.7 | 40.0 | 0.0 | 86.6 | 5.2 | 91.7 | -21.3

Complete entries as entered above. Screens in order: MRP1 act | GALR2 blocker | Yeast growth inh | E-sel TNF inh | Measles CPE | Phagocyt inh | PTEN del growth | NPY-Y2 antag | bCat KO growth | Yeast life ext
Shown for CC(C)CSc1nc2c(=O)[nH][nH]c(=O)c2n1Cc1ccccc1 → -2.5 | 1.5 | -18.5 | 6.1 | 4.8 | / | 100.0 | 2.3 | 94.7 | /
Shown for CC(C)COc1ccc(C(=O)OCCN2CCOCC2)cc1 → -0.9 | -4.9 | -64.7 | 6.5 | 2.0 | -0.3 | 97.5 | 3.8 | 95.8 | -11.2
Shown for COc1ccccc1C(=O)Nc1nnc(C)s1 → -0.2 | -2.6 | -65.4 | -3.0 | 18.8 | -0.4 | 120.1 | -1.2 | 98.3 | -15.2

Remaining list, next part
SMILES | MRP1 act | GALR2 blocker | Yeast growth inh | E-sel TNF inh | Measles CPE | Phagocyt inh | PTEN del growth | NPY-Y2 antag | bCat KO growth | Yeast life ext
CCn1c(CC(=O)Nc2ccccc2)nnc1SCC(=O)Nc1ccccc1C(=O)OC | -0.5 | 0.1 | -31.5 | -0.5 | 4.9 | 0.5 | 99.0 | 0.3 | 95.8 | -2.6
CCOC(=O)N1CCN(C(=O)CCCn2c(=O)[nH]c3ccccc3c2=O)CC1 | -0.4 | -1.1 | -42.2 | -9.1 | 13.8 | -1.9 | 103.2 | 1.4 | 93.6 | -3.3
Cc1cc2cc(CN(Cc3ccco3)C(=S)NCC3CCCO3)c(=O)[nH]c2cc1C (centres undefined) | -3.4 | 5.0 | 3.9 | 9.8 | 1.6 | -13.3 | 92.8 | 2.9 | 87.4 | 4.9
COc1cccc(SCc2noc(C(=O)NC(C)C)c2C(=O)O)c1 | 0.1 | 13.4 | 17.2 | 17.4 | 5.6 | / | 92.4 | 8.8 | 97.9 | -9.0
O=C(Nc1ccccc1)c1ccc(N2CCN(c3ccccc3)CC2)c(S(=O)(=O)N2CCOCC2)c1 | -1.3 | -10.4 | -86.0 | 9.5 | 10.8 | 0.1 | 91.4 | -0.9 | 77.9 | -7.5
COc1ccc(CNC(=O)C2CC(C)=C(C)CC2C(=O)O)cc1 (centres undefined) | -0.5 | -0.6 | -19.4 | -3.9 | 1.1 | 0.6 | 101.4 | 3.5 | 96.2 | -5.7
CC1CCN(C(=O)c2cc(F)c(F)cc2Cl)CC1 | -0.5 | -6.1 | -51.1 | -14.9 | 1.9 | / | 92.5 | 3.8 | 92.2 | /
O=C(CCn1nc(-c2ccccc2)ccc1=O)N1CCOCC1 | -1.6 | 3.6 | -57.6 | 5.0 | 13.0 | 1.0 | 100.9 | 1.3 | 90.7 | -5.0
O=C(c1ccc(Cl)cc1Cl)N1CCC(c2nc3c(nnn3Cc3ccco3)c(=O)[nH]2)CC1 | -0.2 | 5.3 | -30.5 | / | 10.6 | -1.1 | 60.7 | -0.1 | 59.4 | -9.0
COc1ccc(NC(=O)Cc2coc3ccc4ccccc4c23)cc1S(=O)(=O)N1CCOCC1 | -0.2 | -1.5 | -37.9 | / | 6.8 | -11.4 | 66.3 | 3.9 | 79.6 | 5.0
CC1(C)C(=O)OC(c2cccs2)C2(CCCCC2)C1=O (centres undefined) | -1.7 | -6.6 | -11.4 | / | 4.7 | 0.2 | 95.5 | 2.7 | 89.1 | -2.4
Cn1nnnc1SCc1ccc(F)cc1 | -1.0 | -0.3 | -9.9 | / | 18.0 | 0.2 | 103.7 | -0.3 | 92.5 | 0.0
CCOC(=O)C1C(c2cccc(Cl)c2Cl)NC(=O)NC1(O)C(F)(F)F (centres undefined) | -2.6 | 5.2 | -47.5 | -4.6 | 3.9 | / | 97.2 | -3.8 | 93.8 | -14.9
C/C(N)=C(/C#N)C(=O)CSc1nc2ccccc2c(=O)n1-c1ccc(C)c(Cl)c1 | -4.9 | -3.1 | -46.8 | / | 8.6 | 3.9 | 44.9 | 4.0 | 40.4 | 0.2
Cc1ccc(S(=O)(=O)N2CCN(C)CC2)c(C)c1N(C)S(=O)(=O)c1ccc(Cl)cc1 | -4.1 | -3.9 | -1.1 | -57.3 | 3.5 | 4.9 | 80.7 | 2.4 | 68.6 | -10.4
O=C(NN=C1CCCC1)c1cc(-c2ccccc2)n[nH]1 | 0.1 | -1.6 | -4.9 | / | 4.3 | -8.2 | 112.8 | 2.6 | 99.9 | -1.2
Cc1ccc(C(=O)NCC2CCCO2)o1 (centres undefined) | -0.6 | -1.1 | -26.6 | -12.8 | 45.6* | -0.7 | 100.7 | 0.6 | 105.7 | -10.2
Cc1ccc(NC(=O)CCC(=O)OCC(F)(F)C(F)F)cc1 | -0.4 | 11.3 | -50.5 | -17.9 | 2.9 | -2.2 | 101.0 | 3.8 | 97.0 | -7.4
CCC(C)C(N)C(=O)NC(CCC(=O)OCc1ccccc1)C(N)=O (centres undefined) | 0.2 | -3.6 | -43.9 | / | 13.2 | -0.3 | 113.6 | -0.8 | 105.3 | -10.4
CC(C)n1c(O)c(N=NC(=O)c2ccccc2NS(=O)(=O)c2cccs2)c2ccccc21 | -1.3 | 4.0 | -48.4 | -22.9 | 6.8 | 0.8 | 86.4 | 0.3 | 100.3 | -0.9
CCOc1ccc(N2C(=O)/C(=C\c3ccccc3OC)S(=O)(=O)C2c2cccc([N+](=O)[O-])c2)cc1 (centres undefined) | -3.1 | -6.2 | -48.5 | / | 7.2 | -4.0 | 89.6 | -0.3 | 80.1 | 16.5
COc1ccc(C(c2nnnn2C2CCCCC2)N2CCN(c3ccc(OC)cc3)CC2)cc1 (centres undefined) | -0.9 | -0.6 | -48.4 | 10.8 | 23.6 | -1.2 | 66.2 | -1.0 | 72.9 | 2.1
Cc1ccc(S(=O)(=O)NNC(=O)c2sccc2-n2cccc2)cc1 | -3.7 | 3.5 | -61.6 | 61.9* | 19.7 | / | 93.3 | -0.1 | 94.5 | -9.7
C=CCn1c(SCC(=O)Nc2ccc(NC(=O)c3ccco3)c(OC)c2)nnc1-c1ccncc1 | -2.0 | -17.6 | -5.0 | / | 2.0 | -0.3 | 93.0 | 0.8 | 97.1 | -11.0
Cc1cccc2cc(CN(CCc3ccccc3)C(=O)N3CCOCC3)c3nnnn3c12 | -3.6 | -4.7 | -21.8 | 1.9 | 9.1 | 0.2 | 94.8 | 1.9 | 89.8 | 0.7
